Assay outcomes: PubChem, several laboratories
RmlCD inh mix: RmlC and RmlD coupled enzyme inhibitors, primary screen, biochemical, 384-well, compound mixtures, retest. RmlC/RmlD coupled enzyme inhibition, 384-well mixture HTS. inhibition, % at 5.5 µM. AID 1532, 2009. hit rate 0.39% among 110,000; in the data active means inhibition above about 30%, passing the limit was not always enough; inconclusive means no clear call, values can overlap the other calls; further: strong numbers were not always called active
RT RNaseH block: HIV-1 RT RNase H inhibitors, primary screen, biochemical, fluorescence; Gag-Pol polyprotein (Human immunodeficiency virus type 1 group M subtype B (isolate …; RT-RNase H RNA/DNA duplex cleavage; inhibition, % at 10 µM; hit rate 1.9% among 65,000; AID 565, 2006; in the data active means inhibition above about 50%
Starred values were filed as active, the others as inactive; ? = inconclusive; / = no result given. These rows are one share of the data; count on the stated rates, not on these rows.

Structure,RmlCD inh mix,RT RNaseH block
CCN1C(=O)c2cccc3c(S(=O)(=O)Nc4ccccc4)ccc1c23,-7.6,/
O=C(O)C1CCNCC1,/,-0.6
O=C(Nc1ccccn1)c1c(O)c2cccc3c2n(c1=O)CCC3,/,-18.6
O=[N+]([O-])c1cc([N+](=O)[O-])c(N2CCCCCC2)cc1NCCO,19.3,/
O=C(CN1CCN(c2ccccc2)CC1)Nc1ccccc1C(F)(F)F,-13.2,-10.2
Cc1cc(C)nc(N(C#N)CN2C(=O)c3ccccc3S2(=O)=O)n1,13.6,-33.6
CNCCC(Oc1ccc(C(F)(F)F)cc1)c1ccccc1 (configuration not stated),17.5,-9.1
CCN1C(=O)C2(C(C#N)=C(N)Oc3cc(C)oc(=O)c32)c2ccccc21 (configuration not stated),8.6,0.4
CC1(C)C(=O)Nc2ccccc2N1C(=O)COc1ncnc2c(Cl)cc(Cl)cc12,-11.9,/
CCOCCCNC(=O)CCCn1nc(C)n2c(cc3sccc32)c1=O,14.0,0.2
CC1Cc2nc(SCC(=O)N3CCCC3)n(C)c(=O)c2S1 (configuration not stated),-5.8,-0.8
CC(C)NC(=O)Cn1cc(C(=O)c2ccccc2F)c2ccccc21,11.2,/
C=Cn1ccnc1P(=S)(c1ccc2c(c1)c1ccccc1n2CC)c1nccn1C=C,3.2,45.0
CNC(=O)CSc1nnc(-c2cccnc2)n1CCc1ccccc1,-27.3,-13.8
CC1CCN(S(=O)(=O)c2cccc(C(N)=O)c2)CC1,/,0.3
CCOC(=O)C1CCN(C(=O)C2CCN(S(=O)(=O)c3cc(Cl)ccc3Cl)CC2)CC1,24.3,5.5
C=CCN(CC=C)C(=O)C1CC(=O)N(c2ccc(Br)cc2)C1 (configuration not stated),3.0,-6.3
O=C(Nc1ccc(NC(=S)NC(=O)C(c2ccccc2)c2ccccc2)cc1)c1ccccc1,12.6,/
NC(N)=N/N=C/c1ccc(OCc2ccccc2Cl)cc1,9.2,/
CC(=O)C(C)Oc1ccc2c3c(c(=O)oc2c1)CCCC3 (configuration not stated),9.5,-17.7

(more compounds)
Structure,RmlCD inh mix,RT RNaseH block
COc1ccccc1N(CC(O)CN(c1ccccc1)S(C)(=O)=O)S(=O)(=O)c1ccccc1 (configuration not stated),11.5,-7.0
Cc1cc(=O)oc2c(C(=O)/C=C/c3ccccc3)c(O)ccc12,-18.2,/
CCCCn1c(C)cc2cc(O)ccc21,-15.5,-12.6
O=C(CCS(=O)(=O)c1cccs1)N1CCCC1,7.2,-16.7
CCCSc1nnc(-c2ccccc2NC(=O)CC)c(=O)[nH]1,-5.8,2.6
CCn1cc([N+](=O)[O-])c(C(=O)Nc2ccc(Br)cn2)n1,14.3,/
CCOC(=O)c1c(C)nc2sc3c(=O)n(-c4ccc(C(C)=O)cc4)cnc3c2c1-c1ccc(OC)cc1,-10.8,/
CCN(CC)C(=O)Cc1cc(C(=O)O)c2ccccc2n1,-10.4,-1.4
CC(=O)Nc1cccc(N2C(=O)CCC2=O)c1,7.5,/
CN(C)C(=O)N1CCC(C(=O)NCC2CCCO2)CC1 (configuration not stated),/,-0.4
CCCN1C(=O)c2ccccc2NC1c1ccc(OC)cc1OC (configuration not stated),-5.7,-5.5
CCOC(=O)c1cc(CNC(=O)c2c(C)oc3c2CCCC3)c(C)o1,8.5,3.9
Clc1ccsc1-c1ccc2ccccc2n1,-15.2,/
c1ccc(Cc2nnc3sc(-c4ccncc4)nn23)cc1,5.5,92.5*
CCN1C(=O)c2cccc3c(N)ccc1c23,-6.9,2.5
COC(=O)c1ccc(C2C(Oc3ccccc3)C(=O)N2CCc2ccc(F)cc2)cc1 (configuration not stated),5.2,/
O=C(Nc1cccc(NC(=O)c2ccc(-c3ccc(Br)cc3)o2)c1)c1ccco1,0.6,/
O=C(CN1CCN(Cc2ccccc2F)C1=O)NCc1cccnc1,-7.2,-0.9
O=C1CCCN1CCCNc1ncnc2c1[nH]c1ccc(Cl)cc12,3.6,-0.8
CCOC(=O)CCc1c(C)nc2cc(-c3ccc(F)cc3)[nH]n2c1=O,-10.6,-2.6

(more compounds)
Structure,RmlCD inh mix,RT RNaseH block
CC(=O)n1c(Cl)c(NC(=O)CCl)c2ccccc21,-10.8,/
COc1ccccc1N1CCN(Cc2cccc(OC)c2O)CC1,6.3,-10.9
O=C(O)c1[nH]c2ccccc2c1-c1ccccc1,4.7,/
O=C(CSc1nc2ccccc2c(=O)n1C1CC1)NCc1ccccc1,4.0,-21.1
CCC(Cc1ccccc1)NC(=O)CCn1cccc1 (configuration not stated),7.0,/
Cc1ccc(OCC(=O)NC2CCS(=O)(=O)C2)cc1 (configuration not stated),-12.4,/
O=C(Oc1ccc2c(c1)OCO2)c1cccs1,-14.1,-12.8
COc1cc2c(cc1OC)-c1c3c(cc4c1[C@@H](C2)N(C)CC4)OCO3,-39.0,/
O=C1C2C3C=CC(C3)C2C(=O)N1CNc1ccc(O)cc1 (configuration not stated),?,80.2*
Cn1c(CCN2CCCCC2)nc2cc(NS(=O)(=O)c3ccc(Cl)cc3)ccc21,-4.3,5.5
c1ccc(-n2cnc3cc(NCc4ccccn4)ccc32)cc1,-6.7,-2.2
COC(=O)CSc1nnc(CNS(=O)(=O)c2ccc(C)cc2)n1C,-15.2,-0.7
COc1ccc(-c2nnc(SCC(=O)N3CCCCC3)o2)cc1OC,-21.4,-6.7
Cc1ccccc1NC(=O)C1CCCN(S(=O)(=O)c2c(C)noc2C)C1 (configuration not stated),-15.2,-20.7
COCCNc1nc(-c2cc(-c3ccc(Cl)cc3)on2)cc(C(C)C)n1,-27.1,/
O=C1C=C(Nc2ccc(Cl)cc2)CC(c2ccc(Cl)cc2)C1 (configuration not stated),15.9,/
Cc1nnc(SCc2nc3ccccc3s2)n1-c1ccccc1,-3.6,-54.9
CC1=NC(C(F)(F)F)(C(F)(F)F)C2=C(CC(C)(C)CC2=O)N1Cc1ccco1,-11.7,1.5
CCOc1ccc(-c2nnc(SCC(=O)Nc3ccc4c(c3)c3ccccc3n4CC)n2N)cc1,4.3,/
COc1ccc(-c2cn3cccnc3n2)cc1NC(=O)c1ccc(Br)o1,22.0,-26.7

Carrying on.
Structure,RmlCD inh mix,RT RNaseH block
CCn1c(N)c(C(=O)NCC2CCCO2)sc1=S (configuration not stated),26.1,-3.2
COc1cccc(C2C(C(=O)c3cccs3)=C(O)C(=O)N2c2cc(C)on2)c1 (configuration not stated),-17.3,-0.7
Cc1ccc(C(=O)NCCSc2ccc(Cl)cc2)cc1[N+](=O)[O-],16.6,/
COCCn1c(C)cc(C(=O)CSc2ccc3ccccc3n2)c1C,7.7,/
CCCCN(CCCC)CP(=O)(c1ccccc1)c1ccccc1,-11.0,/
O=S(=O)(c1ccc(OCC(O)CNCc2ccco2)c(Cl)c1)N1CCOCC1 (configuration not stated),/,1.4
NC(=O)NOCc1ncc(C(F)(F)F)cc1Cl,-6.7,/
CC1CCCC(C)N1CC(O)COc1ccc(Cl)cc1 (configuration not stated),7.0,-21.2
CC(C)(C)NS(=O)(=O)c1ccc(OCC(=O)Nc2ccc3c(c2)OCCO3)cc1,12.0,4.9
CN(C)S(=O)(=O)c1cccc2nsnc12,8.7,4.6
CC(=O)N1CCC(C(=O)Nc2nc(-c3ccccc3)ns2)CC1,6.5,-5.1
COC(=O)N1[C@H](Cc2ccccc2)C=C[C@]1(C)C(=O)O,2.9,/
Cn1c(C(=O)NCCCN2CCc3ccccc3C2)cc2c(=O)n(C)c3ccccc3c21,8.3,/
CC(C)C(=O)Nc1ccc2c(c1)C(=O)N(CCC(=O)O)C2=O,/,1.2
CCOC(=O)C1CCN(C(=O)c2ccco2)CC1,-7.9,-13.5
Cn1c(Cn2c(=O)sc3ccccc32)nnc1SCC(=O)N1CCCC1,13.3,-24.4
CC(C)c1nnc(SCC(=O)NCCC2=CCCCC2)n1N,-14.1,/
CCCC(CCC)C(=O)NCCN1CCOCC1,14.3,-8.4
FC(F)(F)c1nnc2ccc(-n3ccnc3)nn12,1.1,-7.2
O=C(NCc1ccccc1Cl)C1CCN(S(=O)(=O)N2CCCCCC2)CC1,-9.8,0.4

(next part)
Structure,RmlCD inh mix,RT RNaseH block
CC(NC(=O)c1ccc(N(C)C)cc1)C(c1cccs1)N1CCN(C)CC1 (configuration not stated),-4.8,3.8
COc1cc(C#N)ccc1OCC(=O)c1ccc2c(c1)OCCO2,-12.1,-72.1
CC(C)c1cn(C2OC(COC(=O)c3ccccc3)C(OC(=O)c3ccccc3)C2OC(=O)c2ccccc2)c(=O)[nH]c1=O (configuration not stated),8.5,/
O=C(CCC(=O)N1CCC2(CC1)OCCO2)Nc1nnc(C(F)(F)F)s1,-14.0,-6.9
CCCOc1ccc(/C=N/NC(=O)C2CCCN2S(=O)(=O)c2ccc(Cl)cc2)cc1 (configuration not stated),-6.6,/
O=C(NCCN1CCOCC1)C1(C(F)(F)F)C/C(=C\Cc2ccccc2)CCCO1 (configuration not stated),-10.2,/
C=CCn1c(O)c(C(C)=NCCCN2CCOCC2)c(=O)[nH]c1=O,-1.2,/
COC(=O)C(C#N)c1nc2ccccc2nc1N1CCCC1 (configuration not stated),9.7,3.0
CC(=O)c1c(C)[nH]c(C(=O)CSc2nnc(-c3ccco3)n2Cc2ccccc2)c1C,8.6,-65.9
CN1CCN(Cc2nc3c([nH]2)c(=O)[nH]c(=O)n3C)CC1,-8.3,-1.7
COc1ccc(N(CC(=O)N2CCc3ccccc3C2)S(C)(=O)=O)cc1OC,4.7,/
O=C(OCCCN1C(=O)c2ccccc2C1=O)c1ccco1,-131.6,-21.1
C=CCn1cc(C(=O)NCCCOC)c(=O)c2cc(S(=O)(=O)N(CC)CC)ccc21,10.2,2.2
C=CCn1c(=S)[nH]c2ccc(Br)cc2c1=O,-11.4,-68.3
Cc1cccc(Nc2nc(-c3c(C)nc4ccccn34)cs2)c1,-21.7,/
COc1ccc(Cl)cc1C(=O)NCC(c1ccco1)N1CCCC1 (configuration not stated),-10.3,-19.6
NC(=O)NC(=O)COC(=O)c1ccccc1Oc1ccccc1,-9.6,-17.7
CC(C)Oc1ccc(NC(=O)CCC(=O)O)cc1,-21.6,/
COC(=O)c1ccc(NC(=O)c2cn(-c3ccccc3)nc2-c2ccncc2)cc1,-3.5,/
O=C(NCc1ccco1)c1cccc(NC(=O)c2ccccc2)c1,-12.1,-10.4

Individual results from the results shown.
Reading for CCn1c(N)c(C(=O)NCC2CCCO2)sc1=S (configuration not stated) under RT RNaseH block: -3.2
Reading for CC(C)c1nnc(SCC(=O)NCCC2=CCCCC2)n1N under RmlCD inh mix: -14.1
Reading for CC(C)(C)NS(=O)(=O)c1ccc(OCC(=O)Nc2ccc3c(c2)OCCO3)cc1 under RmlCD inh mix: 12.0

The results go on:
Structure,RmlCD inh mix,RT RNaseH block
CN(C)CCN1C(=O)c2oc3ccccc3c(=O)c2C1c1ccccc1 (configuration not stated),/,-1.8
CC(=O)Nc1c(C(=O)c2ccccc2)oc2ccccc12,5.8,-7.2
O=c1cc(O)n(-c2ccc(Cl)cc2)c(=S)[nH]1,-7.8,/
O=C(NC1CC1)C1=C[C@@H](c2ccc(Br)cc2)C[C@@H](OCCCCO)O1,-9.7,/
Clc1cc(Br)ccc1OCCOCCN1CCOCC1,-5.1,-4.7
O=C(CSc1nnc(-c2ccco2)n1-c1ccccc1)N1CCc2ccccc21,/,-0.9
COc1ccccc1N1CCN(C(=O)c2cc3sccc3n2C)CC1,2.5,/
CCOc1ccc(NC(=O)NCCCN2CCCC2)cc1,-6.8,/
NC1=NC(=O)/C(=C\c2cccs2)S1,13.4,/
CN1CCc2c(c3c(n2C)CCN(C)[C@@H]3c2cccnc2)[C@H]1c1cccnc1,/,-6.4
CC(C)OCCCNC(=O)c1c(N)n(/N=C/c2ccccn2)c2nc3ccccc3nc12,-12.0,-48.2
CCCCCn1c(CNC(=O)c2cccs2)nc2ccccc21,9.7,/
CCC(C)(C)NC(=O)c1ccc2c(c1)S(=O)(=O)c1ccccc1C2=O,-8.9,/
CCOC(=O)c1ccc(N/C=C/C(=O)c2ccc(OC)cc2)cc1,-9.6,/
COc1ccc2c(c1)SCCC2=O,-3.5,/
CCC(C)(NC(=O)CNC(C)=O)C(=O)NC1CCCCC1 (configuration not stated),5.1,1.4
CNC(=O)c1[nH]cnc1C(=O)N[C@@H](CCCCNC(=O)OC(C)(C)C)C(=O)OC(C)(C)C,3.5,/
CC(=C1C(=O)c2ccccc2C1=O)N1CCN(Cc2ccccc2)CC1,/,-6.4
Cc1nc(NNC(=O)c2ccc(Cl)cc2Cl)cc(-c2ccccc2)n1,-9.2,/
CCN(CC)c1cc2nonc2c2nonc12,-0.4,1.2
Cc1ccc(C(C)NC(=O)C2CCCO2)cc1C (configuration not stated),-15.8,-10.3
CCC(C)NC(=O)Nc1ccccc1C (configuration not stated),4.6,/
N=c1c(S(=O)(=O)c2ccc(Cl)cc2)cc2c(=O)n3ccccc3nc2n1CCN1CCOCC1,/,-11.0

Quoted at random: 2 entries already listed.
Structure,RmlCD inh mix,RT RNaseH block
O=c1cc(O)n(-c2ccc(Cl)cc2)c(=S)[nH]1,-7.8,/
CCC(C)(NC(=O)CNC(C)=O)C(=O)NC1CCCCC1 (configuration not stated),5.1,1.4
